Bioassay records as filed in PubChem BioAssay.
KCNK3 block: human KCNK3 channel inhibition, primary screen. O14649. CHO-KCNK3 thallium flux, FluxOR fluorescence; active compounds read low. B-score at 10 µM. hit rate 0.84% among 340,000;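 active means B-score under library mean minus 4 SD, starting fluorescence ratio at most library mean plus 5 SD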;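 further: more negative B-score means stronger inhibition of thallium flux through KCNK3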
TRPC4 PAM: allosteric potentiators of mouse TRPC4 channel; hit rate 0.42% among 310,000; HEK293 TRPC4beta/mu-opioid, DAMGO EC20, Fluo-4 Ca2+ flux; active compounds read high; B-score at 10 µM;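 active means B-score of calcium response area above 5 SD of library B-scores, with initial fluorescence ratio within 5 SD of library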;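 further: B-score of integrated fluorescence ratio over time as area under calcium response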
ANO1 activ: activators or potentiators of mouse TMEM16A chloride channel. AID 623877. hit rate 0.3% among 340,000. B-score at 10 µM. Q8BHY3. HEK293 TMEM16A/YFP-H148Q/I152L, iodide quench fluorescence; active compounds read low;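 active means fluorescence-ratio B-score plate-corrected deviation score at least 3 library SD below zero, with starting fluorescence score within 5 deviations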;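 further: channel opened by trigger with iodide after compound preincubation; score built on the fluorescence ratio of max minus min over baseline; more negative score means more quench and so TMEM16A activation or potentiation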
HDAC3 inhib: inhibitors of human histone deacetylase 3; recombinant HDAC3, fluorogenic peptide/trypsin coupled, fluorescence; inhibition, % at 8.3 µM; hit rate 0.15% among 320,000; AID 2718; in the data active means inhibition above about 26%, passing the limit was not always enough
Target sequence (O15379 whole entry, looked up): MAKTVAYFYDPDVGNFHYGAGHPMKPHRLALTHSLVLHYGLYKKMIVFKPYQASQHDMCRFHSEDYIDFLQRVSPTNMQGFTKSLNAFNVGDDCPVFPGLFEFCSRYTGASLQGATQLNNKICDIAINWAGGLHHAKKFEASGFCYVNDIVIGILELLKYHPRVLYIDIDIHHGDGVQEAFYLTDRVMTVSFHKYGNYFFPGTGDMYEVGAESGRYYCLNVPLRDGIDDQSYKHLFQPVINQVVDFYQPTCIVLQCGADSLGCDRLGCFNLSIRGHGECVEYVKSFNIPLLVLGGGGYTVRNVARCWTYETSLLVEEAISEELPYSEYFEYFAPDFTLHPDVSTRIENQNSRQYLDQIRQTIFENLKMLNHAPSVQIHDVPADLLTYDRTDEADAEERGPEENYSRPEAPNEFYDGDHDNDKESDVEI
hERG rescue: hERG (human) protection from proarrhythmic block. Q12809. CHO-hERG, FluxOR thallium flux, dofetilide IC70 present. activation (rescue from dofetilide block), less the hit threshold, % at 10 µM. hit rate 0.51% among 310,000. AID 1511;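 active means activation above the mean of controls blocked by dofetilide plus 5 SD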;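 further: thallium influx through hERG after potassium depolarization seen as dye fluorescence rise; in these data hits start at about 4.7%; inactives centre near -7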
TMEM16A inh: inhibitors of mouse TMEM16A calcium-activated chloride channel; Q8BHY3; HEK293 TMEM16A/YFP iodide influx fluorescence, ionomycin; normalized B-score (activity score, 25-100; higher = stronger inhibition) at 10 µM; hit rate 1.2% among 310,000;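 active means ratio plate-corrected score three or more library SD toward inhibition, starting fluorescence score within five deviations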;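 further: score derived from kinetic fluorescence span divided by baseline fluorescence per well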
TRPC4 agonist: opens the mouse TRPC4 cation channel; Q9QUQ5; HEK293 TRPC4beta/mu-opioid, Fluo4 calcium fluorescence; active compounds read high; B-score at 10 µM; hit rate 0.49% among 310,000;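 active means B-score above 5 SD of library B-scores, and initial fluorescence ratio not above library mean plus 5 SD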;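 further: positive B-score marks a calcium rise read as TRPC4 activation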
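Material: HEK293 stable line with TRPC4beta plus mu-opioid receptor; technique: Fluo4 calcium-sensitive dye fluorescence, kinetic, 1 Hz baseline; timing: Fluo4 dye loading 45 min at room temperature, 110 s recording; controls: assay buffer as low control, maximal DAMGO as high control; read-out: integrated baseline-normalised fluorescence ratio, converted to per-well B score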
DYRK1A inh: Dyrk1A (rat) kinase inhibition; Q63470; ADP-Glo luminescence, NFATc1 peptide; inhibition, % at 12.5 µM; hit rate 0.43% among 310,000; AID 504441; in the data active means inhibition above about 50%;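 further: plate controls were vehicle with enzyme for no effect and no enzyme for full effect; many of its hits are not listed in these tables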
KCNK9 block: human KCNK9 channel inhibition. Q9NPC2. HEK293 KCNK9, FluxOR thallium flux fluorescence; active compounds read low. B-score at 10 µM. hit rate 1.2% among 310,000;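 active means ratio B-score over 3 SD below the library mean, with starting fluorescence within 5 SD of its mean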;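 further: negative B-score means less thallium flux so channel inhibition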
Target sequence (Q9NPC2 whole entry, looked up): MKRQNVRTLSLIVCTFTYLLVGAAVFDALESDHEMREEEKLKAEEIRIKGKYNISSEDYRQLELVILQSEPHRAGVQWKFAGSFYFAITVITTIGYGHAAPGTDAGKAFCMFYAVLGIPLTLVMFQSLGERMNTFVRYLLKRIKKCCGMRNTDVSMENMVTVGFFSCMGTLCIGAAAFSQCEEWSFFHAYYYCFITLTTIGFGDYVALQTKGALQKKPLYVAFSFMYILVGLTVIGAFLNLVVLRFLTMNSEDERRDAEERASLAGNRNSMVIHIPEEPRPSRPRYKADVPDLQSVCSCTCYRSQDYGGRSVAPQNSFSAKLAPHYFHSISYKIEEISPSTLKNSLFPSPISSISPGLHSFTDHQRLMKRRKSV
KCNQ1 act: potentiates or activates the human KCNQ1 potassium channel | P51787 | CHO-K1 KCNQ1, thallium flux FluxOR fluorescence; active compounds read high | B-score at 10 µM | hit rate 0.35% among 310,000 | AID 2648;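 active means fluorescence ratio B-score, a plate-corrected score, at least three library SD, with initial intensity B-score within 5 SD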
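Material: CHO-K1 cells stably expressing KCNQ1. Medium: assay buffer for compound exposure, DMSO matched across wells. Reagent: K+/Tl+ depolarizing stimulus. Compound dosing: single-concentration screen. Times: 37 °C overnight plating, 90-min dark dye load, 20-min compound pretreatment. Technique: FluxOR Tl+ flux fluorescence.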
KCNQ1 block: human KCNQ1 channel inhibition; P51787; CHO-K1 KCNQ1, FluxOR thallium flux fluorescence; active compounds read high; B-score at 10 µM; hit rate 1.3% among 310,000;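 active means compounds whose thallium flux B-score, printed positive for inhibition, exceeds three library SD while starting fluorescence stays within three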;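 further: channel opened by potassium depolarization with thallium stimulus after 20 min compound exposure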
Numbers without * were called inactive; i = inactive; . = no result given.

Every second line gives: TRPC4 PAM	HDAC3 inhib	KCNQ1 act	KCNK3 block	TRPC4 agonist	hERG rescue	KCNQ1 block	ANO1 activ	DYRK1A inh	TMEM16A inh	KCNK9 block
O=C(/C=C/c1ccccc1)NNC(=O)c1cccc(Cl)c1
    i	1.3	i	i	i	-10.4	i	i	-2.1	i	i
C=CCOc1ccc(/C=C/C(=O)OCC(=O)N(C)CC(=O)Nc2ccc(F)cc2)cc1
    i	-2.9	i	i	i	-7.2	i	i	0.6	i	i
Cc1ccc(S(=O)(=O)CC(=O)N2CCCC2)cc1
    i	-2.5	i	i	i	-5.0	i	i	-1.9	i	i
COc1ccc(-c2cc3c(=O)n(CC(=O)NCCCN4CCC(Cc5ccccc5)CC4)ncn3n2)cc1
    i	-0.5	i	i	i	-30.6	i	i	-3.9	i	i
CC1(C)Cc2c(sc3c2c(=N)n(Cc2ccco2)c(=O)n3Cc2ccc(Cl)cc2)CO1
    i	12.6	i	i	i	-8.7	8*	i	-3.8	i	i
O=C(Nc1ccc(O)cc1)c1ccc(C(=O)c2ccccc2)o1
    i	4.5	i	i	i	1.6	i	i	1.7	i	i
CSCCC(Nc1ccc(S(=O)(=O)N2CCOCC2)cc1[N+](=O)[O-])C(=O)OCC(=O)N(C(C)C)C(C)C (centres undefined)
    i	-0.3	i	i	i	-9.3	i	i	2.7	i	i
CC(/C=C/c1ccc(N(C)C)cc1)=N\N=C1\NC(=O)CC(C(=O)Nc2ccccc2)S1 (centres undefined)
    i	9.7	i	i	i	-8.7	i	i	-7.6	i	i
Cc1ccc(NC(=S)NCc2ccccc2Cl)c(C)c1
    i	0.9	i	i	i	-3.5	i	i	-4.2	i	i
O=C(COC(=O)Cc1ccc(S(=O)(=O)N2CCOCC2)s1)NCCc1ccccc1
    i	0.8	i	i	i	-10.0	i	i	2.1	i	i
Nc1ccc(S(=O)(=O)c2ccccc2)nc1
    i	6.5	i	i	i	-5.7	i	i	3.8	i	i
O=C(Nc1ccc(Cl)cn1)c1ccccc1F
    i	5.3	i	i	i	-14.0	i	i	-0.5	i	i
Cc1ccc(S(=O)(=O)N=Nc2c(O)[nH]c3ccccc23)cc1
    i	-3.6	i	i	i	-9.0	i	i	1.9	i	i
O=C(NCc1ccccc1Cl)c1ccncc1
    i	-2.5	i	i	i	-2.8	i	i	-5.0	i	i
CC(C)CCNC(=O)c1ccc(Cl)c(N)c1
    i	-2.7	i	.	i	-13.4	i	.	.	i	i
Cc1ccc(S(=O)(=O)c2cc(C#N)c(=O)[nH]c2N)cc1
    i	-5.5	i	i	i	0.3	i	i	-1.5	i	i
O=C(NCC1CCCO1)c1ccc[nH]1 (centres undefined)
    i	3.1	i	i	i	-6.6	i	i	-4.9	i	i
CC1=NN(C(C#N)c2ccc(F)cc2)C(C)(C)C1 (centres undefined)
    i	5.2	i	i	i	-3.5	i	i	-6.9	i	i
COc1ccccc1OCCCC(=O)Nc1nccs1
    i	0.1	i	i	i	-8.7	i	i	0.0	i	i
O=C(N/C(=C\c1ccc([N+](=O)[O-])cc1)C(=O)N1CCCCC1)c1ccc(Br)o1
    i	.	i	i	i	-10.2	i	i	-6.3	i	i
S=c1[nH]cnc2scc(-c3ccccc3)c12
    i	1.6	18*	i	i	60.3*	i	i	22.9	i	i
COC(=O)c1ccc(C23CC4(C2)[C@H](CN(CC2CCCCC2)[C@@H]4c2ccccc2)C3c2ccc(C(F)(F)F)cc2)cc1 (some centres undefined)
    i	-0.9	i	.	i	-4.6	i	.	.	i	i
O=C(c1ccccc1)N1CCN(C(=O)c2ccccc2Br)CC1
    i	0.8	i	i	i	-9.9	i	i	5.5	i	i
O=C(Nc1ccccc1C(=O)N/N=C/c1ccco1)c1ccccc1Cl
    i	6.0	i	i	i	-6.5	i	i	-3.1	100*	i
Cc1ccc2c(c1)C(=O)CC(O)(C(F)F)O2 (centres undefined)
    i	9.5	i	i	i	-7.5	i	i	2.2	i	i
CS(=O)(=O)c1ccc(Cl)c(NC(=O)Cc2c(Cl)cccc2Cl)c1
    i	-1.0	i	i	i	-2.1	i	i	-4.6	i	i
CC1CCCC(NC(=O)COC(=O)CN2C(=O)C3CCCCC3C2=O)C1C (centres undefined)
    i	-2.1	i	i	i	-3.0	i	i	0.9	i	i
Cc1ccc(C)c(NC(=O)Cc2nc(CNCC(C)C)cs2)c1
    i	3.3	i	i	i	-8.8	i	i	-4.7	i	i
N#CC1(NC(=O)COc2ccc(S(=O)(=O)N3CCCC3)cc2[N+](=O)[O-])CCCCC1
    i	1.2	i	i	i	-3.7	i	i	0.7	i	i
CCCn1c(SCC(=O)NCc2ccc(OC)cc2)n[nH]c1=O
    i	1.6	i	i	i	-6.8	i	i	-6.3	i	i
O=c1cc(CN2CCCCCC2)nc2sccn12
    i	1.4	i	i	i	-5.6	i	i	-1.5	i	i
COc1cc2c(cc1OC)C(C(=O)NCCN1CCOCC1)C1c3ccccc3CCN1C2=O (centres undefined)
    i	5.3	i	i	i	-1.0	i	i	-0.9	i	i
O=C(CCCn1c(SCC(=O)Nc2ccccc2C(F)(F)F)nc2ccccc2c1=O)NCC1CCCO1 (centres undefined)
    i	-0.8	i	i	i	-6.0	i	i	.	i	i
Cc1ccc(-c2cc(-c3cccs3)[nH]n2)c(O)c1
    i	-1.6	i	i	i	-11.1	i	i	6.1	i	i
O=C(NCc1ccccc1F)c1ccc2ccccc2n1
    i	3.9	i	i	i	-5.8	i	i	12.5	i	i
CCN(CC)CCCNC(=S)N1CCn2c(nc3ccccc32)C1
    i	-0.4	i	i	i	-8.3	i	i	1.7	i	i
CC(Oc1ccc(C(C)(C)C)cc1)C(=O)NC1CC(C)(C)NC(C)(C)C1 (centres undefined)
    i	5.8	i	i	i	-2.0	i	i	.	i	i
O=C(O)/C=C/c1ccc(S(=O)(=O)N(CCO)CCO)cc1
    i	-3.1	i	i	i	-1.5	i	i	-1.9	i	i
CCOC(=O)c1c(C)[nH]c(C(=O)CN2C(=O)C(=O)N(CC(C)C)C2=O)c1C
    i	6.6	i	i	i	-5.6	i	i	-3.6	i	i
COc1cc(-c2nc3ccc(N4CCN(C)CC4)cc3[nH]2)cc(OC)c1OC
    i	-191.2	i	i	i	5.5*	i	i	3.7	i	i
Cc1[nH]nc2c1C(c1cccs1)C1=C(CC(C)(C)CC1=O)N2 (centres undefined)
    i	-1.3	i	i	i	-17.1	i	i	.	i	i
CCOc1ncccc1C(=O)Nc1ccc(-c2ccc3nnc(C)n3n2)cc1
    i	-3.1	i	i	i	-14.2	i	i	.	i	i
COc1cc2c(cc1OC)CN(C(=O)/C=C/c1cccs1)CC2
    i	0.9	i	i	i	-4.2	i	i	2.0	i	i
COc1ccc(S(=O)(=O)N(C)CC(=O)NC2CCCCC2)cc1Cl
    i	2.5	i	i	i	-11.0	i	i	0.7	i	i
CC(=O)Nc1ccc(/C=N/NC(=O)c2cc(-c3ccco3)nc3ccccc23)cc1
    i	10.0	i	i	i	-16.9	i	i	-7.0	i	i
Cc1ccc(CN2C(=O)CSC2c2ccccc2F)cc1 (centres undefined)
    i	3.8	i	i	i	-12.6	i	i	0.4	i	i
CCn1c(SCC(=O)Nc2ccc(F)cc2)nnc1-c1cnccn1
    i	-5.5	i	i	i	-5.8	i	i	0.7	i	i
CS(=O)(=O)NNC(=O)c1csc(Cc2c(Cl)sc3ccc(Cl)cc23)n1
    i	-6.8	i	i	i	-3.4	i	i	0.5	i	i
O=C(Nc1ccc(CN2CCOCC2)cc1)c1cccc(F)c1
    i	3.4	i	i	i	-10.6	i	i	-7.3	i	i
CC1CN(C(=O)CSc2nnc(-c3ccncc3)n2-c2ccccc2)CC(C)O1 (centres undefined)
    i	4.5	i	i	i	-1.6	i	i	1.3	i	i

(more compounds)
Every second line gives: TRPC4 PAM	HDAC3 inhib	KCNQ1 act	KCNK3 block	TRPC4 agonist	hERG rescue	KCNQ1 block	ANO1 activ	DYRK1A inh	TMEM16A inh	KCNK9 block
CCC(C)NC(=O)c1cc(-c2cccs2)nc2ccccc12 (centres undefined)
    i	-0.1	i	i	i	-10.1	i	i	-0.8	i	i
COc1ccc(C2=Nn3c([n+](C)c4ccccc43)SC2)cc1
    i	31.2*	i	i	i	-18.6	i	i	-5.7	i	i
CC(=O)N1CCc2cc(S(=O)(=O)NC3CCCc4ccccc43)ccc21 (centres undefined)
    .	14.3	.	i	.	.	.	i	4.7	i	.
CCOC(=O)CN1C(=O)/C(=C/c2c(F)cccc2Cl)Oc2ccccc21
    i	-4.6	i	-8.8*	i	-6.5	6*	i	3.7	i	-7.81*
CCOC(=O)Cc1nn(CC)c(=O)c2ccccc12
    i	-3.1	i	i	i	-13.2	i	i	-6.6	i	i
O=C(OCC1CC(c2ccccc2Cl)=NO1)c1ccc(Br)cc1 (centres undefined)
    i	-8.7	i	i	i	-2.6	i	i	1.2	i	i
Cc1ccnc(Nc2nc(-c3ccc(Cl)cc3)cs2)c1
    i	-4.3	i	i	i	-6.3	i	i	-8.5	i	i
c1ccc2c(c1)CCCN2c1nc(N2CCOCC2)nc(N2CCOCC2)n1
    i	6.6	i	i	i	-8.3	i	i	12.3	i	i
CCc1nc(SCc2nc3ccccc3[nH]2)c2oc3ccccc3c2n1
    i	3.7	i	i	i	-11.1	i	i	-0.4	25*	i
COCCN(C(=O)c1ccco1)c1nc(-c2ccccc2)cs1
    i	5.3	i	-10.2*	i	-6.2	i	i	16.6	i	i
Nn1c(SCC(=O)Nc2cccc(F)c2)nnc1C1CCCCC1
    i	-3.4	i	i	i	-11.0	i	i	-7.0	i	i
Cc1cc(C)c(C(=O)CSc2n[nH]c(-c3ccncc3)n2)c(C)c1
    i	2.7	i	i	i	-8.6	i	i	-1.1	i	i
COc1cnc(-c2ccccn2)nc1Oc1ccccc1Cl
    i	1.2	i	i	i	-16.4	i	i	-6.8	i	i
CC(C)OC(=O)C(C)Nc1n[nH]c(=S)[nH]c1=O (centres undefined)
    i	.	i	i	i	-5.4	i	i	0.2	.	i
Cc1cc(C)n(-c2nc(O)cc(=O)[nH]2)n1
    i	-1.3	i	i	i	-4.3	i	i	1.9	i	i
CCOc1ccc(NC(=S)N2CCN(S(=O)(=O)c3ccc(OC)cc3)CC2)cc1
    i	8.7	i	i	i	-6.8	i	i	-5.5	i	i
CCOc1ccc(NC(=O)CN(c2cc(C)cc(C)c2)S(=O)(=O)c2c(C)noc2C)cc1
    i	-2.7	i	i	i	-2.4	i	i	-4.5	i	i
COc1ccc(NC(=O)c2ccco2)cc1S(=O)(=O)N1CCOCC1
    i	2.7	i	i	i	-7.8	i	i	-1.1	i	i

Not all compounds are listed (hit frequency here may not be typical).
